# Pf growth 48h: inhibits P. falciparum growth in the first generation, 48 h; P. falciparum luciferase growth in erythrocytes, 48 h; Potency, µM (top dose mostly 28.7 µM), for inactives: at the highest dose activity change, negative = inhibition, usual class: inhibitors; 310,000 tested, 5.9% active; AID 504832; also: potency is read from the fitted curve at half-maximal effect; % is scaled to controls: 0 for no effect and ±100 for the full control effect
#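 Here the parasites carry a stable luciferase gene and grow inside erythrocytes in Albumax-based RPMI medium with compound for one erythrocytic cycle. Activity is scored as loss of luminescent signal.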
# Pf growth 96h: inhibits malaria parasite growth, 96 h. P. falciparum luciferase reporter growth, 96 h. Potency, µM (highest dose often 28.7 µM), for the others: at the top dose activity change, negative = inhibition, most hits filed as inhibitors. 320,000 tested, 6.9% active; also: potency is read from the fitted curve at half-maximal effect; % is scaled to controls: 0 for no effect and ±100 for the full control effect
#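 Two-generation exposure (96 h) targets delayed-death phenotype. Reporter parasites carrying integrated firefly luciferase, in red cells at 2% hematocrit and 0.05% parasitemia final, kept at 37 C, 5% CO2; luminescence loss indicates inhibition.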
# Cycloheximide cs: counter-screen for Shiga toxin inhibitors: cycloheximide protein synthesis inhibition; AID 2314; max response, %; 300,000 tested, 12% active; cell reporter, cycloheximide protein synthesis inhibition counterscreen; in the data active = max response mostly above about 13%, no sharp cut-off; inactive = mostly below about 14%; also: read at 38.3 µM for the half of the compounds with a filed dose; 0% is about no effect
# Shiga toxin inh: Shiga toxin inhibition; AID 2315; inhibition, % at 38.7 µM; 290,000 tested, 9.2% active; Vero cells, Shiga toxin protein synthesis inhibition reporter; in the data active = inhibition mostly above about 28%, no sharp cut-off; inactive = mostly below about 43%; also: 0% is about no effect
# LmPK inh: blocks Leishmania mexicana pyruvate kinase activity; Q27686; purified LmPK, Kinase-Glo ATP luminescence, 1 h; Potency, µM (doses to about 57.5 µM), without a hit: at the top dose activity change, negative = inhibition, usual class: inhibitors; 290,000 tested, 0.37% active; also: potency is read from the fitted curve at half-maximal effect; % is scaled to controls: 0 for no effect and ±100 for the full control effect
# Target sequence (Q27686 whole entry, looked up): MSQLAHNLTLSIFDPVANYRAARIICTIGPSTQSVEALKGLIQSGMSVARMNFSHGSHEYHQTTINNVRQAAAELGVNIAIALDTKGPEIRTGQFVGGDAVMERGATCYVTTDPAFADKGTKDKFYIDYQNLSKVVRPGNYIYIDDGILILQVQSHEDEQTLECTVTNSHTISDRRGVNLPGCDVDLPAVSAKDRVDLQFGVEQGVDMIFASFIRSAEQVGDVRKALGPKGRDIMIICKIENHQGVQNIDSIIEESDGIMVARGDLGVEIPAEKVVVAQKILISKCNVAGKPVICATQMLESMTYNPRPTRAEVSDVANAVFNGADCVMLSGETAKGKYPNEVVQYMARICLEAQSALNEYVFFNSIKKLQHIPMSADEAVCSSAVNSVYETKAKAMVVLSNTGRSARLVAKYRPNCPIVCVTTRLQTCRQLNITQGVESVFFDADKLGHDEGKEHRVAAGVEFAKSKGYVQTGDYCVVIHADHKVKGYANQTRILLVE
#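 Purified LmPK (0.1 nM) converted ADP (0.1 mM) to ATP with PEP (0.5 mM) in imidazole buffer pH 7.2 with KCl and MgCl2, 1 h at room temperature. ATP was read by Kinase-Glo luminescence; data normalized to uninhibited and no-enzyme controls.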
# Tb PYK inh: blocks Trypanosoma brucei pyruvate kinase; TbPYK enzyme, Kinase-Glo Plus ATP luminescence, 45 min; AID 624173; 410,000 tested, 0.12% active; Potency, µM (titrated, usually from 76.8 µM), inactives show top-dose activity, negative = inhibition, most hits filed as inhibitors; also: potency is read from the fitted curve at half-maximal effect; % is scaled to controls: 0 for no effect and ±100 for the full control effect; nearly all actives have a fitted effect of over 50% in size
#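 T. brucei PYK with substrate was exposed to pin-transferred compounds across a concentration series, then started with 130 uM ADP (final). After 45 min at room temperature, Kinase-Glo Plus luminescence was read, normalized and curve-fitted.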
# HCV inhibitor: inhibitors of hepatitis C virus infection; Huh7.5.1 HCVcc-Cre infection, luciferase reporter, 44 h; Potency, µM (titrated, usually from 41.8 µM), for inactives: at the top dose activity change, negative = inhibition, most hits filed as inhibitors; 340,000 tested, 3.4% active; also: potency is read from the fitted curve at half-maximal effect; % is scaled to controls: 0 for no effect and ±100 for the full control effect
#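 A cell-based infection assay in which seeded cells (1,000 per well) receive test compound after 4 h, are inoculated with HCVcc-Cre at approximately 0.5 moi, and are incubated 44 h before luminescence detection.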
# * = called active by the depositor; ? = inconclusive; · = not tested or not shown; [ ] = dose if it differs, or a comment. Unless noted, calls follow the shape of the dose curve; as a rule, active = well fitted curve in the direction sought with a large enough effect; inconclusive = small, poorly fitted or top-dose-only effect, or another doubt; inactive = no such curve, though single readings can be large; an effect the other way counts as inactive or inconclusive.
SMILES,Pf growth 48h,Pf growth 96h,Cycloheximide cs,Shiga toxin inh,LmPK inh,Tb PYK inh,HCV inhibitor
CCOc1cc(S(=O)(=O)NCc2ccc3c(c2)OCO3)c(C)cc1C,5%,4%,-1,-3,2%,4%,-19%
CC(=O)c1cccc(NC(=O)C(C)OC(=O)c2ccc(Br)o2)c1 (stereo unspecified),-7%,-14%,·,·,·,1%,1%
Cc1cc(-c2nnc3n2N=C(c2ccc(F)cc2)CS3)n[nH]1,-13%,?,1,-1,1%,1%,-1%
COC(=O)c1ccc(C2c3c(oc4ccccc4c3=O)C(=O)N2CCCN2CCOCC2)cc1 (stereo unspecified),·,?,-2,-8,12%,-21%,-9%
CC(=O)OCC1=C(C(=O)O)N2C(=O)C(NC(=O)c3ccc(COc4cccc(Cl)c4Cl)o3)C2SC1 (stereo unspecified),?,36%[activator],-2,29,2%,-7%,5%
Cc1cc(C)cc(N(CC(=O)NC2CCCC2)C(=O)C2(C)CC(=O)N=C3C=CC=CN32)c1 (stereo unspecified),3%,24%,-3,6,-2%,0%,-2%
Cc1ccc(-c2csc(NC(=O)c3ccc(C)o3)n2)cc1,19%,-1%,9,71*,2%,-5%,?
O=c1cc(-c2ccc3c(c2)OCO3)oc2ccccc12,148%[activator],?,21*,35,0%,-1%,4%
COc1ccc(COC(=O)C2CC(=O)N(Cc3ccc(C)cc3)C2)cc1 (stereo unspecified),138%[activator],11%,-2,-13,0%,2%,·
Cc1c(Cc2ccc3c(c2)OCO3)sc(NC(=O)c2ccc3ccccc3c2)c1C(N)=O,13%,22%,-1,-13,1%,-8%,?
CCOC(=O)CSc1ncnc2c1cnn2-c1ccc(Cl)cc1,13%,-2%,-1,-18,-3%,-3%,4%
COc1cc(C(=O)Nc2ccn(C)n2)ccc1OC(F)F,71%[activator],88%[activator],·,·,·,0%,-2%
COc1ccc(/C(N)=N/OC(=O)CCc2ccccc2)cc1OC,16%,-6%,27*,60,0%,7%,-25%
CCc1ccc(S(=O)(=O)/N=C2\C=C(Nc3cccc(C(=O)O)c3)C(=O)c3ccccc32)cc1,1.7µM*,-14%,2,16,-20%,-23%,?
Cc1cccc(/C=N/NC(=O)c2ccc(NC(=O)c3ccccc3Cl)cc2)n1,14%,?,-1,-10,0%,-9%,1%
Cn1c(=O)c2sccc2n2c(CCCC(=O)NCc3cccnc3)nnc12,33%[activator],?,-2,-2,2%,3%,1%
O=C(Nc1ccccc1-c1ccccc1)C12CC3CC(CC(C3)C1)C2,18%,10%,2,22,-1%,4%,-11%
COc1cccc(N2CCN(C(=O)C3CCN(S(=O)(=O)c4ccc5c(c4)CC(C)N5C(C)=O)CC3)CC2)c1 (stereo unspecified),?,?,-1,1,-3%,0%,11µM*
Cc1ccc[n+](CC(=O)Nc2ccc(Cl)c([N+](=O)[O-])c2)c1,?,1%,-2,-9,-2%,-6%,7%
COCCNC(=O)/C(C#N)=C/c1cc(C)n(-c2ccc(C)cc2)c1C,0%,7%,49*,63*,-3%,0%,10µM*
COC/C=C/C1=CC2=CC(=O)C(C)(OC(=O)c3cnc4ccccc4n3)C(=O)C2=CN1CCCOC(C)C (stereo unspecified),?,?,-3,-5,2%[11.5 µM],-5%,-23%
Cc1ccc2[nH]c(=O)c3cc(C(=O)NCCN4CCN(C)CC4)sc3c2c1,-24%,10%,-7,-7,3%,-3%,2%
Cc1c(C(=O)N(Cc2ccco2)Cc2cccs2)oc2ccccc12,-10%,19%,·,·,·,-11%,0%
O=C(N/N=C/c1cccc(OC(=O)c2ccc([N+](=O)[O-])cc2)c1)c1cccnc1,13%,10%,-8,-3,-4%,-3%,10%
Cc1[nH]n(-c2ncc(-c3ccccc3)s2)c(=O)c1C(c1ccc(Cl)cc1)C(C#N)C#N (stereo unspecified),-1%,?,11*,-12,-4%,-26%,0%
CCOC(=O)c1c(S(=O)(=O)Nc2cccc(-c3ccno3)c2)c(C)n(C)c1C,-14%,?,1,-5,-3%,0%,?
CCOc1ccc(Cn2nnc(C(=O)NCCc3ccccc3)c2N)cc1,·,?,-2,-1,8%,-29%,1%
Cc1ccccc1NC(=O)C1CCN(C(=O)N2CCOc3ccccc32)CC1,5%,-13%,-1,-8,-2%,1%,-8%
CC(C)(C)NC(=O)N1CCC(CO)(Cc2ccccc2Cl)CC1,-3%,-15%,-5,-8,-1%,3%,25%
O=C(COC(=O)c1ccc(N2CCCC2=O)cc1)NCc1ccco1,24%,9%,5,-1,2%,0%,5%
N/C(=N\OC(=O)C(c1ccccc1)c1ccccc1)c1ccccn1,13µM*,15%,22*,49*,4%,2%,-17%
COC(=O)C1=Nc2ccccc2/C1=C\c1c(O)n(-c2cc(OC)ccc2OC)c(=O)[nH]c1=O,?,-28%,-1,0,2%,?,?
O=C(Nc1c(C(=O)O)oc2ccc(Br)cc12)c1ccccc1,·,?,-1,30,12%,0%,17%
CCOc1ncccc1C(=O)Nc1ccccc1C(=O)NCc1ccc2c(c1)OCO2,?,·,2,-5,3%,0%,-22%
CCc1ccc(NC(=O)Nc2cnccn2)cc1,125%[activator],51%[activator],47*,102*,-3%,6%,-14%
CCOC(=O)C(C)n1cnc2scc(-c3ccc(C)cc3)c2c1=O (stereo unspecified),?,?,-1,-10,-3%,3%,-12%
CN(CC(=O)Nc1ccccc1Br)C(=O)COc1cccc2c1OC(C)(C)C2,-18%,-2%,·,·,·,-9%,16%
COC(=O)CSc1nc2sc3c(c2c(=O)n1-c1ccccc1)CCN(C)C3,?,·,-5,7,2%,-4%,?
OCCOCCNc1ncnc2c1c(-c1ccccc1)cn2-c1ccccc1,-12%,-1%,10,-10,-1%,6%,-12%
CCSC1(SCC)N=C(N)C2(C#N)C(c3ccccc3)NC3=C(CCC3)C12C#N (stereo unspecified),7%,·,-3,-7,6%,-13%,2%

# 4 compounds picked at random from those above:
SMILES,Pf growth 48h,Pf growth 96h,Cycloheximide cs,Shiga toxin inh,LmPK inh,Tb PYK inh,HCV inhibitor
O=C(Nc1ccccc1-c1ccccc1)C12CC3CC(CC(C3)C1)C2,18%,10%,2,22,-1%,4%,-11%
CCc1ccc(NC(=O)Nc2cnccn2)cc1,125%[activator],51%[activator],47*,102*,-3%,6%,-14%
COc1cccc(N2CCN(C(=O)C3CCN(S(=O)(=O)c4ccc5c(c4)CC(C)N5C(C)=O)CC3)CC2)c1 (stereo unspecified),?,?,-1,1,-3%,0%,11µM*
CCSC1(SCC)N=C(N)C2(C#N)C(c3ccccc3)NC3=C(CCC3)C12C#N (stereo unspecified),7%,·,-3,-7,6%,-13%,2%

# Next entries
SMILES,Pf growth 48h,Pf growth 96h,Cycloheximide cs,Shiga toxin inh,LmPK inh,Tb PYK inh,HCV inhibitor
CC(C)CCn1c(SCc2ccc(Cl)cc2)nc2c1c(=O)[nH]c(=O)n2C,?,36%[activator],-3,-13,5%,?,?
O=C1c2cc(F)ccc2-n2c1nc1ccccc1c2=O,0.033µM*,0.029µM*,4,18,-6%,-8%,2.5µM*
COn1c(=O)c(-c2cccs2)[n+]([O-])c2ccccc21,49%[activator],57%[activator],20*,49,0%,6%,?
Cc1cccc(C)c1NC(=O)COC(=O)CCC(=O)c1cccs1,-1%,65%[activator],5,-10,-1%,-3%,16%
COc1ccc(OC)c(S(=O)(=O)NCc2ccccc2)c1,-2%,?,1,-11,10%,-4%,-4%
NCCC(=O)N1c2ccccc2Sc2ccc(Cl)cc21,?,-3%,-9,-17,7%,-8%,?
CCC(C(=O)O)n1c2ccccc2c2cn[nH]c(=O)c21 (stereo unspecified),6%,14%,-2,15,7%,2%,12%
COc1ccc(C(=O)OCC(=O)NCc2ccccc2)c(OC)c1OC,16%,29%,-2,-17,3%,4%,1%
CCN(CC(=O)Nc1c(F)cccc1F)C(=O)CSCC(=O)Nc1cc(C)on1,2%,9%,·,·,·,-13%,3%
Brc1ccc(CNCc2cccs2)cc1,0%,36%[activator],-3,14,-2%,-5%,9%
CCOC1(c2ccccc2)OC(=O)c2ccccc21 (stereo unspecified),-6%,-8%,5,59,-3%,-3%,31%[activator]
COc1ccccc1CC(=O)Nc1ccccc1C(=O)O,·,-2%,-4,-13,1%,-3%,12%
NC(=S)N/N=C/c1coc2ccc(F)cc2c1=O,28%,-17%,10,16,5%,2%,-25%
O=C(O)c1ccc(N/N=C/C=C/c2ccc([N+](=O)[O-])o2)cc1,-1%,?,12,44,-7%,-12%,-16%
CS(=O)(=O)c1cccc(-c2nnc(NC(=O)CCS(=O)(=O)c3ccccc3)o2)c1,?,?,·,·,·,2%,4%
CC(C)C[C@H](NC(=O)NCc1ccc(F)cc1)C(=O)O,63%[activator],42%[activator],1,-4,1%,1%,26%
CCCCS/C(=C(/C#N)C(N)=O)c1cc2c([nH]1)CCCC2,2.9µM*,·,7,-15,12%,5%,-31%
O=C(Nc1ccc(C(=O)N2CCCCC2)cc1)c1ccc([N+](=O)[O-])cc1,?,6%,-2,-10,1%,7%,0%
Cc1nn(-c2ccccc2)c(N2CCCC2)c1/C=N/NC(=O)c1cc2ccccc2cc1O,?,?,11,18,7%,-14%,?
Cc1ccc(C(=O)Nc2cccc(S(=O)(=O)N3CCCC3)c2)o1,?,?,·,·,·,5%,1%
CN1CCN(C(=O)C2(NC(=O)NCc3ccccc3)CCCCC2)CC1,3%,-41%,3,7,10%,-8%,9%
O=C(COC(=O)CNC(=O)c1ccccc1F)NC12CC3CC(CC(C3)C1)C2,-8%,-21%,·,·,·,-1%,11%
CCCCCCN1C(=O)C(O)=C(C(C)=O)C1c1ccccc1[N+](=O)[O-] (stereo unspecified),-23%,?,3,23,6%,-4%,2%
Cc1ccc(-n2ncc3c(=O)n(CC(=O)OCc4ccccc4)cnc32)cc1,·,·,31*,57,4%,2%,9%
O=C(Nc1cc(Cl)cc(Cl)c1)c1coc(=O)c(Br)c1,-19%,?,24*,39*,19%,-1%,9%
COc1cccc(C(=O)Nc2ccc(F)cc2F)c1,353%[activator],418%[activator],39*,59*,-27%,-19%,6%
Cc1cccc(NC(=S)NNc2cccc(Cl)c2)c1,-12%,-27%,5,26,10%,9%,-18%
Cc1ccc(C2c3c(C)nn(-c4ccc([N+](=O)[O-])cc4)c3N=C3C(=O)Nc4ccccc4N32)cc1 (stereo unspecified),?,?,1,-11,2%,·,·
COc1ccccc1N1CCN(Cc2ccc(Br)s2)CC1,-14%,-14%,-3,0,-6%,-7%,-12%
CCc1ccc(-n2c(SCC(=O)Nc3ccc(C(=O)O)cc3)nnc2-c2ccncc2)cc1,13%,-4%,-1,-8,2%,5%,14%
COC(=O)c1ccc(NC(=O)C2CCN(C(=O)c3cc(OC)c(OC)c(OC)c3)CC2)cc1,·,?,-3,-4,-7%,-14%,9%
CCCN(CCC)S(=O)(=O)c1ccc(C(=O)Nc2nc(-c3ccccc3)c(C(=O)OCC)s2)cc1,12%,-12%,-3,3,3%,-2%,?

# Rewritten as tab-separated lines: entries from further up
mol	Pf growth 48h	Pf growth 96h	Cycloheximide cs	Shiga toxin inh	LmPK inh	Tb PYK inh	HCV inhibitor
O=C(COC(=O)CNC(=O)c1ccccc1F)NC12CC3CC(CC(C3)C1)C2	-8%	-21%	·	·	·	-1%	11%
Cc1ccc(-n2ncc3c(=O)n(CC(=O)OCc4ccccc4)cnc32)cc1	·	·	31*	57	4%	2%	9%
